esBAF inh: blocks esBAF chromatin remodeling in mouse ES cells | reporter increase, % at 12.5 µM | 2% of 350,000 active | Bmi1-luciferase knock-in reporter, 24 h; 100% = twice the neutral-well signal; in the data active = activation above about 40%;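 also: 0% = median of the plate's neutral control wells and 100% = double that signal; a rise in the Bmi1 reporter signal indicates esBAF inhibition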
ERp5 block: ERp5 (human) disulfide isomerase inhibition | Q15084 | ERp5 insulin aggregation, absorbance 650 nm, 90 min | inhibition, % at 9.99 µM | 0.05% of 350,000 active | AID 651711;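 active = mean replicate inhibition above about 25%, with every replicate also reaching it, limit read from the data, passing the limit was not always enough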
E-selectin induc: E-selectin induction on HUVECs | AID 686992 | activation, % at 7.58 µM | P16581 | 0.37% of 260,000 active | HUVEC E-selectin immunofluorescence imaging; normalized: neutral wells 0, TNF-alpha wells 100;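 active = mean E-selectin-positive cell signal at least 10% of the positive control, reached in at least 60% of replicates, without over 20% cell loss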;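 also: in these data hits start at about 27%; measured in HUVEC primary endothelial cells; signal is the percent of cells scored E-selectin positive by PE staining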
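Read-out basis: % PE-positive cells; Test system: HUVEC primary endothelial cells; Technique: immunofluorescence imaging; Dosing: single-point compound dose.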
RAD52 anneal inh: inhibitors of human RAD52 DNA annealing; P43351; recombinant RAD52 DNA annealing, FRET fluorescence; inhibition, % at 18.7 µM; 0.46% of 360,000 active; AID 651710;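 active = every replicate showing at least 50% inhibition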
XiGFP reactiv: reactivates the inactive X chromosome in mouse fibroblasts. XiGFP mouse fibroblasts, % GFP-positive cells imaging, 3 d; cells co-treated with 5-aza-dC sensitizer; scaled so ellipticine positive control = 100%. activation, % at 7.58 µM. 0.055% of 360,000 active;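 active = mean normalized replicate activation at least 10% and every replicate at or above 10%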;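 also: 0% = median of on-plate neutral control wells and 100% = ellipticine 6 µM median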
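System: 68-5-11 XiGFP fibroblast line | Buffer or medium: DMEM containing 5-aza-dC | Compound: Single point | Times: Compounds 3 days, fix/stain 15 min at room temperature | Benchmarks: Positive control ellipticine, 6 µM final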
S100A4 inh HTS: blocks human S100A4 binding to myosin IIA peptide | P26447 | S100A4/TAMRA-MyoIIA peptide fluorescence polarization | inhibition, % at 10.7 µM | 0.14% of 360,000 active | AID 652163;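 active = mean inhibition of at least 70% across replicates, with every replicate also reaching that level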
Target sequence (P26447 whole entry, looked up): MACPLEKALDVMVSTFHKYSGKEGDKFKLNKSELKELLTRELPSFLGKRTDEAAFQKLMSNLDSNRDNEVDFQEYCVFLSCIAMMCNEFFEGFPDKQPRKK
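Test system: S100A4 monomer protein. Medium: HEPES buffer with Ca2+, pH 7.2. Reagent: fluorescent myosin IIA peptide, 5 nM. Compound dosing: single-point compound testing. Timing: 5 min between mix addition and reading. Benchmarks: DMSO neutral and TFP positive wells.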
ERAP1 inh: blocks human ERAP1 aminopeptidase activity; recombinant ERAP1, Leu-AMC fluorescence, 60 min; inhibition, % at 10.7 µM; Q9NZ08; 0.15% of 340,000 active;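 active = mean replicate inhibition of at least 30%, or all replicates individually reaching that 30% level; inactive = mean below 30% and not every replicate reaching it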;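 also: 0% = neutral control wells and 100% = L-leucinethiol positive control wells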
Target sequence (Q9NZ08 whole entry, looked up): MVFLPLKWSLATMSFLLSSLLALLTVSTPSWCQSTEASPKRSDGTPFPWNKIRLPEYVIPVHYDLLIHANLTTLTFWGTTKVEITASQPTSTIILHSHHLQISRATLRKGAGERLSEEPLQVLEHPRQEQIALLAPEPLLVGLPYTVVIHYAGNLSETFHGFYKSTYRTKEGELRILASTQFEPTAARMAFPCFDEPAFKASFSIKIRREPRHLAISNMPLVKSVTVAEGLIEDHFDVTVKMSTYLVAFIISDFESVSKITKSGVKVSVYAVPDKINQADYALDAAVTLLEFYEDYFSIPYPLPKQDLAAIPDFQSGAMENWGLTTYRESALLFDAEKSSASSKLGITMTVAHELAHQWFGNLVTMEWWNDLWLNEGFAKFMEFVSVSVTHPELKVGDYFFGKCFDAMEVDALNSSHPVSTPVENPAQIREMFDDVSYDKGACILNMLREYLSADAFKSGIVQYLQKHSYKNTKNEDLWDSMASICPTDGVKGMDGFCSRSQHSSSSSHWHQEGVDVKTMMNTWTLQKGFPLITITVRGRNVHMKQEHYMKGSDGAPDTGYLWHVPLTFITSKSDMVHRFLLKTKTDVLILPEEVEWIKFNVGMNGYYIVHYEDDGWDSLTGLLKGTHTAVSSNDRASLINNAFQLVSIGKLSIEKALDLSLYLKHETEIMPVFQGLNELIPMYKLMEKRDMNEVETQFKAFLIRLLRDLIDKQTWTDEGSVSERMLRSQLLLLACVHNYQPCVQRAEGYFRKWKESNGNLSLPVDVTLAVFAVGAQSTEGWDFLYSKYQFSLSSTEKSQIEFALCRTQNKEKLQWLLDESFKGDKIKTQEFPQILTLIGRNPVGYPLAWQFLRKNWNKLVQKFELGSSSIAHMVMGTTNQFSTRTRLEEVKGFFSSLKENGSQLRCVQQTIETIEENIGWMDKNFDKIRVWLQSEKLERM
RAD54 branch: RAD54 (human) branch migration inhibition; RAD54 Holliday junction branch migration, FAM/BHQ fluorescence; inhibition, % at 10.4 µM; 0.14% of 360,000 active;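 active = mean normalized replicate activity at least 40 and at least half of replicates scoring 40 or more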;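 also: 0% = median of neutral control wells and 100% = median of positive control wells; inhibitors cause a drop in the FAM fluorescence signal; in these data hits start at about 50%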
An asterisk follows results filed as active; · = not tested or not shown.

SMILES	esBAF inh	ERp5 block	E-selectin induc	RAD52 anneal inh	XiGFP reactiv	S100A4 inh HTS	ERAP1 inh	RAD54 branch
Cc1cccc(NS(=O)(=O)c2cccc(C(=O)NCCCN3CCCC3=O)c2)c1	-5	6	-0.2	-5	-0.1	1	0	-4
COC(=O)C[C@H]1CC[C@H]2[C@H](COc3ccc(NC(=O)c4cccc(Cl)c4)cc3C(=O)N2C)O1	6	0	0.2	0	0.8	6	0	1
CCOC(=O)/C(C#N)=C(\O)c1ccc(NC(=O)c2ccc([N+](=O)[O-])cc2)cc1	·	1	-0.2	-16	-0.1	-5	3	12
C[C@@H]1CN([C@H](C)CO)C(=O)c2cc(NC(=O)CCCN(C)C)ccc2O[C@H]1CN(C)C(=O)Nc1ccc(F)cc1	3	9	-0.1	-23	-0.8	10	0	1
CN(C)CCNC(=O)CNC(=S)N(CCCN1CCOCC1)Cc1cccs1	·	-10	-0.4	-18	0.0	-5	1	·
CC(=O)N1CCC(N(CCN2CCOCC2)C(=S)Nc2ccc(C)c(C)c2)CC1	-1	-5	0.0	-19	-0.2	3	·	-7
CC1=C(C(=O)Nc2ccccn2)C(c2ccc(N(C)C)cc2)n2ncnc2N1 (configuration not stated)	23	-5	·	-9	·	-4	5	13
C[C@@H]1CN([C@@H](C)CO)C(=O)Cc2cc(NC(=O)Nc3ccc(F)cc3)ccc2O[C@H]1CN(C)Cc1ccc(C(F)(F)F)cc1	-2	-7	0.5	37	-1.3	8	3	·
CN(CC(=O)Nc1cccc(F)c1)C(=O)c1ccc(OCc2cn3ccccc3n2)cc1	31	-1	0.6	-35	0.2	-1	-2	1
CCn1cc[n+](C)c1P(c1ccccc1)c1ccccc1	·	-2	0.1	-3	0.1	-1	-5	·
Nc1c(C(=O)CSc2nnc(Cc3ccccc3)o2)c(=O)[nH]c(=O)n1C1CC1	-5	-20	-0.2	-3	0.0	-8	-5	3
COc1cccc(-c2cnc(C(O)c3ccc(F)c(F)c3)[nH]2)c1 (configuration not stated)	38	2	-0.1	1	0.3	-2	10	-2
COc1ccc(NC(=O)CN(C)CC(=O)N2CCCCCC2)cc1	6	4	·	-7	0.0	-2	1	-8
C[C@@H]1CN([C@@H](C)CO)C(=O)c2cc(NC(=O)Nc3ccccc3)ccc2O[C@@H](C)CCCCO[C@H]1CN(C)C(=O)c1ccccc1	-3	2	·	-10	0.0	-5	2	-11
Cc1noc(C)c1S(=O)(=O)Nc1ccc2c(c1)C(=O)N([C@H](C)CO)C[C@@H](C)[C@H](CN(C)CC1CCCCC1)OCCCC[C@@H](C)O2	5	0	2.8	4	-1.0	5	-1	0
Cc1ccc(S(C)(=O)=O)cc1C(=O)Nc1ccc(S(=O)(=O)Nc2nccs2)cc1	-1	-8	-0.4	-20	0.0	-5	0	9
C[C@@H]1CN([C@@H](C)CO)C(=O)Cc2cc(NC(=O)CCCN(C)C)ccc2O[C@H]1CN(C)CC1CCCCC1	-2	-4	-1.4	8	0.0	7	1	9
Cc1ccc(Nc2nnc(SCc3cc(=O)n4cc(C)ccc4n3)s2)cc1	5	0	0.2	-14	0.3	-19	5	2
COCC(=O)N1C[C@@H](C)[C@@H](OC)CN(C)C(=O)c2cc(NC(=O)Nc3cccc(F)c3)ccc2OC[C@@H]1C	0	10	0.0	-1	0.5	-16	-3	1
Cc1cccc(OCC(=O)Nc2nccs2)c1C	·	-1	-0.2	-17	0.0	-2	0	-8

Continued, starting with the last 5 of the part before.
SMILES	esBAF inh	ERp5 block	E-selectin induc	RAD52 anneal inh	XiGFP reactiv	S100A4 inh HTS	ERAP1 inh	RAD54 branch
Cc1ccc(S(C)(=O)=O)cc1C(=O)Nc1ccc(S(=O)(=O)Nc2nccs2)cc1	-1	-8	-0.4	-20	0.0	-5	0	9
C[C@@H]1CN([C@@H](C)CO)C(=O)Cc2cc(NC(=O)CCCN(C)C)ccc2O[C@H]1CN(C)CC1CCCCC1	-2	-4	-1.4	8	0.0	7	1	9
Cc1ccc(Nc2nnc(SCc3cc(=O)n4cc(C)ccc4n3)s2)cc1	5	0	0.2	-14	0.3	-19	5	2
COCC(=O)N1C[C@@H](C)[C@@H](OC)CN(C)C(=O)c2cc(NC(=O)Nc3cccc(F)c3)ccc2OC[C@@H]1C	0	10	0.0	-1	0.5	-16	-3	1
Cc1cccc(OCC(=O)Nc2nccs2)c1C	·	-1	-0.2	-17	0.0	-2	0	-8
CC(C)(C)c1ccc(-c2n[nH]c(=S)n2CC2CCCO2)cc1 (configuration not stated)	4	3	2.8	-1	0.0	1	-2	-15
CCOCCOC(NC(=O)c1ccccc1)(C(F)(F)F)C(F)(F)F	·	2	-0.2	-8	0.3	1	0	·
Cc1nc(C(N)=O)nc2ccccc12	-1	-4	·	-12	·	3	1	-3
CCN(C(=O)COC(=O)C1CC1)c1c(N)n(Cc2ccccc2)c(=O)[nH]c1=O	0	6	·	-3	-0.1	0	-4	-7
CCN=C1SC(CC(N)=O)C(=O)N1CC (configuration not stated)	-2	4	·	-13	0.0	10	6	·
Cc1c(C(=O)N2CCCCC2)c(S(=O)(=O)NCc2ccc(N(C)C)cc2)c(C)n1C	-2	3	·	-6	-0.1	0	0	-1
Cc1cccc(S(=O)(=O)N[C@H]2CC[C@H](CCNS(=O)(=O)c3ccccc3F)O[C@H]2CO)c1	1	5	-0.4	3	0.5	-3	0	4
CNC(=O)NC(=O)C(OC(=O)CCNS(=O)(=O)c1ccccc1)c1ccccc1 (configuration not stated)	-3	-2	-0.5	-4	0.0	-1	4	10
CN(C)CC#Cc1ccc([C@H]2[C@H](CO)N3CCCCN(C(=O)CN(C)C)C[C@@H]23)cc1	-14	3	-0.1	74*	0.1	58	0	-17
COCC#Cc1cnc2c(c1)C(=O)N([C@@H](C)CO)C[C@@H](C)[C@@H](CN(C)C)O2	-2	-3	0.2	4	-1.2	4	0	4
CN(C)c1ccc(-c2n[nH]c(=S)n2-c2ccccc2)cc1	-6	5	-0.1	-3	0.2	0	-4	-2
CCN(CC)c1ccc(S(=O)(=O)N2CCCCC2)cc1NC(=O)C1CCC1	1	-2	1.6	-21	-0.1	-2	1	-9
CCCCc1cn(C[C@H]2CC[C@@H]([C@@H]3CC[C@H](Cn4cc(CCCC)nn4)O3)O2)nn1	9	-1	0.0	-12	0.0	-2	1	2
CCCC(NC(=O)CCc1c(C)c2cc3c4c(oc3c(C)c2oc1=O)CCCC4)C(=O)O (configuration not stated)	-48	-1	0.8	8	0.4	-4	5	-5
COc1ccc(NC(=O)CCN2CCN(c3ccc(F)cc3)CC2)cc1	5	3	0.3	-8	0.3	-21	-4	-6
C[C@@H]1CCCCO[C@@H](CN(C)C(=O)Nc2cccc3ccccc23)[C@H](C)CN([C@@H](C)CO)C(=O)c2cc(NC(=O)NC3CCCCC3)ccc2O1	-3	-7	·	-8	0.3	-6	0	1
Cc1ccc(SCC(=O)OCC(=O)NC2CCCCCC2)cc1	-5	1	·	-4	0.3	0	4	-1
CC1CCCN(C2(O)C(=O)Nc3ccc(Br)cc32)C1 (configuration not stated)	1	0	0.4	-2	0.0	-2	4	·
CCN(CC(=O)Nc1ccc(OC)cc1)C(=O)CCc1nc2ccccc2c(=O)[nH]1	13	0	-1.8	-21	-0.1	-2	2	3
COc1ccccc1N1CCN(S(=O)(=O)c2c(C)sc3ncn(CC(=O)NCCN(C)C)c(=O)c23)CC1	-8	0	·	-24	0.0	1	0	2
CC(C)C[C@H]1CN(CCCC[C@@H]2CNC(=O)C(=O)N2CCc2ccccc2)C(=O)C(=O)N1CCc1ccc(O)cc1	·	1	-0.1	-5	0.1	36	-6	·
CC(=O)Nc1ccc(Nc2nc3ccccc3nc2NS(=O)(=O)c2ccc(Cl)c([N+](=O)[O-])c2)cc1	2	9	4.9	-11	0.1	-3	1	4
C/C=C/c1cnc2c(c1)C(=O)N([C@@H](C)CO)C[C@H](C)[C@H](CN(C)Cc1ccncc1)O2	-2	2	-0.1	4	-0.9	2	0	-10
CCN(CC(=O)Nc1ccc(NC(C)=O)cc1)C(=O)/C=C/c1ccc(C)o1	-1	11	·	-21	0.3	-1	3	-18
CN(C)CCNc1oc(-c2ccccc2Cl)nc1S(=O)(=O)c1ccccc1	-4	2	1.1	-1	-0.3	1	-1	5
CCc1ccc(CNC(=O)c2ccc3nc(C4CCCCC4)oc3c2)nc1	34	3	0.0	-22	0.0	-1	-1	-8
CC(=O)Nc1ccc(S(=O)(=O)N2CCC(C(=O)c3ccc(Cl)cc3)CC2)cc1	3	0	-7.6	-25	0.0	2	-2	12
CCSC(=O)NC1CCCCC1	·	1	·	-11	0.0	-2	·	-1
O=C(COC(=O)Cc1cccc(C(F)(F)F)c1)NCC1CCCO1 (configuration not stated)	-6	-2	·	12	·	2	-2	-16
COc1ccccc1S(=O)(=O)N[C@H]1CC[C@@H](CC(=O)N2CCCCC2)O[C@H]1CO	2	-1	-0.5	7	-0.5	5	1	-9
C[C@@H]1CN([C@@H](C)CO)C(=O)c2cc(-c3ccccc3)cnc2O[C@H]1CN(C)C(=O)c1ccccc1F	0	0	0.3	2	-1.0	1	·	4
COC(=O)C1CCN(CC(=O)Nc2ccc(C(=O)Nc3ccccc3OC)cc2)CC1	3	-3	-1.2	-2	0.1	1	-2	3
C[C@H](NC(=O)c1nc[nH]c1C(=O)N1CCN(C(=O)OC(C)(C)C)CC1)C(=O)OC(C)(C)C	0	6	0.0	0	-0.2	-6	·	5
COC(=O)[C@]1(CC(C)C)N[C@H](c2ccc(-c3ccc(F)cc3)cc2)[C@@H]2C(=O)N(C)C(=O)[C@@H]21	12	-4	-0.2	-6	0.0	5	1	-2
O=C(CSc1n[nH]c(=O)n1C1CC1)Nc1ccc(F)c([N+](=O)[O-])c1	·	2	·	-3	0.4	-1	2	·
O=C(CCN1C(=O)NC2(CCCC2)C1=O)Nc1ccc(Sc2ccc(Br)cc2)cc1	-8	-3	4.4	-30	-0.1	-5	-1	-9
CCOC(=O)N(C)C[C@@H]1OCc2ccccc2-c2ccccc2C(=O)N([C@@H](C)CO)C[C@H]1C	-5	4	0.0	-13	0.1	34	1	-1
COc1ccc(CCN(C)C(=O)C2CCCN(Cc3ccc(OC)c(OC)c3)C2)cc1OC (configuration not stated)	0	-3	·	-3	0.0	2	0	11
CCc1csc(N2[C@H](CO)[C@H](c3ccccc3)[C@@H]2CNCCOC)n1	2	·	0.6	·	0.0	·	·	0
CC=Cc1ccc2n(c1=O)C[C@@H]1[C@@H](CO)[C@H](C(=O)NC3CCC3)N(C(=O)C3CCC3)[C@H]21 (mixture of isomers)	1	-2	0.0	3	0.1	1	1	-7
CC(C)NC(=O)Nc1ccc2c(c1)C(=O)N([C@H](C)CO)C[C@@H](C)[C@H](CN(C)CC1CCCCC1)OCCCC[C@@H](C)O2	-2	9	-0.3	-6	0.1	-2	-2	7
C[C@H](CO)N1C[C@H](C)[C@@H](CN(C)Cc2ccc3c(c2)OCO3)Oc2c(NC(=O)NC3CCCCC3)cccc2C1=O	-2	10	0.1	23	-1.0	10	2	-7
C/C(CCc1ccc2c(c1)OCO2)=N\N=C1\NC(=O)CC(C(=O)Nc2ccc(Cl)cc2)S1 (configuration not stated)	-10	3	·	-14	·	1	-2	·

Bioassay records: PubChem BioAssay, Broad Institute
